TRPC6 inh: inhibitors of mouse TRPC6 channel; B-score at 10 µM; AID 2553; 1.1% of 310,000 active; Q61143; HEK293-TRPC6, membrane potential dye, ACh-evoked depolarization; hits give low values;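 active means B-score under library mean minus 3 SD, initial fluorescence not abnormally high, positive integrated signal ratio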;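 further: B-score derived from integrated fluorescence ratio over the kinetic read; more negative B-score means stronger inhibition of depolarization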
PolyA inh: yeast polyadenylation inhibition | calls only at 12 µM | 0.02% of 300,000 active | S. cerevisiae SKY197-pL101 polyadenylation reporter, beta-gal luminescence; efflux-impaired pdr1/pdr3 knockout yeast; score 100 = 6 SD above DMSO | AID 1875;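 active means lowest replicate activity score at least 50, where 100 means six control SD above control mean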;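 further: yeast exposed to compound for 9 h at 30 °C; higher score means more reporter readthrough which indicates perturbed polyadenylation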
AI-2 QS mod: modulates the Vibrio harveyi AI-2 quorum sensing system; Vibrio harveyi JMH597 AI-2 luminescence/OD600 ratio, 9 h; hits give low values; strain lacks LuxN and CqsS sensors; 0 = neutral-control median; activity change, % at 7.5 µM; 0.4% of 300,000 active; in the data active means activity change below about -75%, passing the limit was not always enough;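 further: luminescence divided by OD600 gain over 9 h not by final OD600 alone; inactives centre near 13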
MrgX1 ag: activates human MrgX1 receptor signaling. MrgX1-HEK293 cells, Fluo-4 calcium fluorescence, agonist mode; hits give high values. B-score at 10 µM. Q96LB2. 0.44% of 310,000 active;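 active means calcium response B-score plate-corrected fluorescence ratio at least 3 library SD, with starting fluorescence B-score inside 5 SD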
Target sequence (Q96LB2 whole entry, looked up): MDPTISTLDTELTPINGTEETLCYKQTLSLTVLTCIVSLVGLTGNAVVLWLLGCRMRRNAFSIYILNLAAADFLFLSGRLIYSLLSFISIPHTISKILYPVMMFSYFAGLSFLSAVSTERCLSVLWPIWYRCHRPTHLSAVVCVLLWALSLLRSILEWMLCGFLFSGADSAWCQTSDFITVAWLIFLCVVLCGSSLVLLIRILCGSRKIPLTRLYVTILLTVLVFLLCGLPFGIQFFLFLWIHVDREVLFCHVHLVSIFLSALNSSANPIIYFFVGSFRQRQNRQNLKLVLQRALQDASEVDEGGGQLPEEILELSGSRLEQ
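Test system: HEK293 cells stably expressing human MrgX1 receptor; amount: 15,000 cells per well; doses: compound delivered in addition one of three; times: overnight plating before 1 h dye loading; detection: Fluo-4 NW calcium-flux fluorescence, kinetic read; read-out basis: B-scored fluorescence response ratio; controls: positive and negative controls per plate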
TRPC6 act: activators of mouse TRPC6 channel | Q61143 | HEK293-TRPC6 membrane potential dye fluorescence; hits give high values | B-score at 10 µM | 0.13% of 310,000 active;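 active means B-score of the integrated fluorescence ratio above library mean plus 3 SD, and starting fluorescence ratio within library mean plus 5 SD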;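 further: higher score means more depolarization so channel activation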
TRPC4 potent: allosterically enhances the mouse TRPC4 cation channel; Q9QUQ5; HEK293 TRPC4beta/mu-opioid, DAMGO EC20, Fluo-4 Ca2+ flux; hits give high values; B-score at 10 µM; 0.42% of 310,000 active; AID 2227;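 active means B-score of calcium response area above 5 SD of library B-scores, with initial fluorescence ratio within 5 SD of library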;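 further: B-score of integrated fluorescence ratio over time as area under calcium response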
HIF activator: HIF pathway transcriptional activation; U2OS HRE-luciferase reporter, luminescence; normalized: DMSO 0%, desferrioxamine 100%; activation, % at 7.5 µM (by protocol); 0.32% of 300,000 active;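 active means mean activation of at least 10% of the iron chelator positive control signal, with at least half of replicates also reaching 10%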
MrgX1 antagonist: human MrgX1 receptor antagonism, primary screen; Q96LB2; MRGX1-HEK293 calcium flux, Fluo-4, BAM8-22 antagonism; hits give low values; B-score at 10 µM; 1.3% of 310,000 active; AID 588676;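 active means calcium-response B-score plate-corrected more than 3 library SD below zero, starting fluorescence within 5 deviations, no agonist response on first addition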;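 further: peak minus trough fluorescence over baseline after final BAM8-22 challenge near maximal dose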
TRPC4 inh: inhibitors of mouse TRPC4 channel; AID 2247; 0.39% of 300,000 active; B-score at 10 µM; HEK293 TRPC4beta/mu-opioid, DAMGO-evoked Fluo4 calcium flux; hits give low values; Q9QUQ5;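 active means B-score over 3 SD under the library average, no early fluorescence shift, positive overall ratio signal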
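test system = HEK293 cells with stable TRPC4beta plus mu-opioid receptor expression | detection = Fluo4 Ca2+ flux fluorescence | read-out = integrated fluorescence ratio relative to baseline, converted to per-well B score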
MrgX1 allo act: human MrgX1 positive allosteric modulation, primary screen; AID 588675; 0.63% of 310,000 active; MrgX1-HEK293, Fluo-4 calcium flux, FDSS; hits give high values; B-score at 10 µM;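 active means plate-corrected calcium response at least 3 library SD above typical, normal starting fluorescence, not activating the receptor alone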;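 further: compound read alongside a low EC10 to EC30 dose of BAM8-22 agonist; peak minus trough fluorescence over baseline measured at the second addition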
TRPC4 agonist: TRPC4 (mouse) channel activation | Q9QUQ5 | B-score at 10 µM | 0.49% of 310,000 active | HEK293 TRPC4beta/mu-opioid, Fluo4 calcium fluorescence; hits give high values;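 active means B-score above 5 SD of library B-scores, and initial fluorescence ratio not above library mean plus 5 SD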;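 further: positive B-score marks a calcium rise read as TRPC4 activation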
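Test system: HEK293 cells stably co-expressing mouse TRPC4beta and mu-opioid receptor | Schedule: Fluo4 dye loading 45 min at room temperature, 110 s recording | Measured by: Kinetic Fluo4 calcium fluorescence, 5 s baseline at 1 Hz | Evaluation: B score of integrated ratio | Controls: Buffer (low) and maximal DAMGO (high)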
* hit, by the source's call; i = inactive; . = not tested or not shown. This is a subset; rates above refer to the full screens.

SMILES	TRPC6 inh	PolyA inh	AI-2 QS mod	MrgX1 ag	TRPC6 act	TRPC4 potent	HIF activator	MrgX1 antagonist	TRPC4 inh	MrgX1 allo act	TRPC4 agonist
O=C1NC2(NN1c1ccccc1)C1CC3CC(C1)CC2C3 (stereo unspecified)	i	i	15	i	i	i	-0.1	i	i	i	i
CN(C)S(=O)(=O)c1ccc(C(=O)Nc2nnc(-c3ccco3)o2)cc1	i	i	33	i	i	i	-0.3	i	i	i	i
Cc1cccc(C)c1N(CC(=O)NC1CCCCC1)C(=O)c1csnn1	i	i	4	i	i	i	-0.4	i	i	i	i
COc1cc(OC)cc(C(=O)N=c2sc3ccccc3n2C)c1	i	i	2	i	i	i	4.6	i	i	i	i
CCCCOc1ccc(/C(O)=C2/C(=O)C(=O)N(CCN(C)C)C2c2ccc(O)c(OC)c2)cc1 (stereo unspecified)	i	i	19	i	i	i	0.2	i	i	i	i
CC(C)c1ccc(NC(=O)COC(=O)[C@H](CCC(N)=O)NC(=O)c2ccc(F)cc2)cc1	i	i	40	i	i	i	0.1	i	i	i	i
Cc1cc(C)c(S(=O)(=O)N2CCN(C(=O)c3cccs3)CC2)c(C)c1	i	i	0	i	i	i	0.0	i	i	i	i
COc1cc(NC(=S)NCCCN2CCOCC2)c(OC)cc1NC(=O)c1ccco1	i	i	.	i	i	i	1.0	i	i	i	i
CN(C)c1nc(OCCNC(=O)Nc2ccc(Cl)cc2)nc(N(C)C)n1	i	i	19	i	i	i	0.1	i	i	i	i
O=C(CN1C(=O)NC2(CCCC2)C1=O)OCc1ccc(Cl)c(Cl)c1	i	i	6	i	i	i	0.1	i	i	i	i
COc1ccccc1N1CCN(C(=O)c2cc(-c3cccc(Cl)c3)on2)CC1	i	i	16	i	i	i	-0.1	i	i	i	i
Cc1cc(=O)n2nc(N3CCCC(C(=O)Nc4ccc(C)c(C)c4)C3)sc2n1 (stereo unspecified)	i	i	18	i	i	i	0.0	i	i	i	i
COc1ccccc1/C=N/NC(=O)c1cc2c(ccc3ccccc32)o1	i	i	22	i	i	i	0.4	i	i	i	i
O=C(CSc1n[nH]c(=O)n1C1CC1)Nc1cc(Cl)ccc1Oc1ccccc1	i	i	12	i	i	i	0.0	-8.4*	i	i	i
Cc1occc1C(=O)N/N=C/c1ccc2c(c1)OCO2	i	i	5	i	i	i	0.7	i	i	i	i
Cc1cccc(/C(N)=N/OC(=O)Cc2cccc3ccccc23)c1	i	i	4	i	i	i	0.6	i	i	i	i
Cc1ccc(S(=O)(=O)Nc2ccccc2C(=O)OC(C)C(=O)Nc2ccc3ccccc3c2)cc1[N+](=O)[O-] (stereo unspecified)	i	i	-4	i	i	i	-2.1	i	i	i	i
Cc1cccc(N(C)c2cc(C)nc3ncnn23)c1	i	i	25	i	i	i	-0.3	i	i	i	i
COC(=O)c1ccc(C(=O)OC)c(NC(=S)N2CCCCC2)c1	i	i	13	i	i	i	-0.2	i	i	i	i
Cc1ccc2oc(Nc3nc(C)cc(C)n3)nc2c1	i	i	31	i	i	i	-7.3	i	i	i	i
Cc1nc(NC(=O)c2ccccc2)sc1C	i	i	43	i	i	i	2.4	i	i	i	i
CC(C)CN(C(=O)c1ccc(S(=O)(=O)N2CCCC2)cc1)C1CCS(=O)(=O)C1 (stereo unspecified)	i	i	7	i	i	i	-0.9	i	i	i	i
CS(=O)(=O)NNC(=O)CN1C(=O)C2C3C=CC(C3)C2C1=O (stereo unspecified)	i	i	12	i	i	i	0.3	i	i	i	i
CCC1S/C(=N/N=C/c2ccco2)N(Cc2ccccc2)C1=O (stereo unspecified)	i	i	21	i	i	i	-0.4	i	i	i	i
O=C(NC1CCCCC1)c1cccc(COCC(F)(F)F)c1	i	i	8	i	i	i	-0.2	i	i	i	i
(more compounds)
SMILES	TRPC6 inh	PolyA inh	AI-2 QS mod	MrgX1 ag	TRPC6 act	TRPC4 potent	HIF activator	MrgX1 antagonist	TRPC4 inh	MrgX1 allo act	TRPC4 agonist
COc1nc(-c2ccc(Cl)cc2)ccc1-c1noc(-c2cccs2)n1	i	i	14	i	i	i	-0.5	i	i	i	i
COc1ccc(-c2cc(C(=O)NCc3cccnc3)no2)cc1	i	i	20	i	i	i	2.4	i	.	i	i
COc1cc2c(cc1OC)CN(C(=S)Nc1ccc(OC(F)F)cc1)CC2	i	.	-7	i	i	i	.	i	i	i	i
O=C(NCC(c1cccnc1)N1CCN(c2ccccc2)CC1)OCc1ccccc1 (stereo unspecified)	i	i	6	i	i	i	0.1	i	i	i	i
CCn1c(-c2ccc3[nH]c(C)c(C)c3c2)n[nH]c1=S	i	i	3	i	i	i	0.0	i	i	i	i
O=C(Nc1cccc(S(=O)(=O)Nc2ccccc2F)c1)c1ccc2ccccc2n1	i	i	17	i	i	i	-1.1	i	i	i	i
Cc1cccc(NC(=O)CNC(=O)COC(=O)CCS(=O)(=O)c2ccccc2)c1C	i	i	-4	i	i	i	-0.2	i	i	i	i
COc1ccc(C)cc1NC(=O)CCNS(=O)(=O)c1cccc(C(F)(F)F)c1	i	i	23	i	i	i	-1.2	i	i	i	i
COc1ccccc1C(=O)NCC(=O)N/N=C/c1cc(Br)ccc1OCc1ccccc1	i	i	25	i	i	i	0.2	i	i	i	i
Oc1ccc(/C=N/N2CCN(C3c4ccccc4-c4ccccc43)CC2)c(O)c1	i	i	-12	i	i	i	0.5	i	i	i	i
Cc1nn(Cc2ccccc2Cl)c2sc(C(=O)NCc3ccc4c(c3)OCO4)cc12	i	i	14	i	i	i	0.0	i	i	i	i
CCOC(=O)c1c(-c2ccccc2)csc1NC(=O)C1CCCO1 (stereo unspecified)	i	i	17	i	i	i	.	i	i	i	i
COc1ccc(C(=O)COC(=O)c2nn(C)c(=O)c3ccccc23)c(OC)c1	i	i	25	i	i	i	-1.4	i	i	i	i
COc1ccc(NC(=O)CN2C(=O)C(C)Oc3ccccc32)cc1 (stereo unspecified)	i	i	33	i	i	i	0.1	i	.	i	i
CCOC(=O)c1oc2c(O)c(O)ccc2c(=O)c1-c1nncn1-c1ccccc1	i	i	15	i	i	i	-0.2	i	i	i	i
O=C(O)c1cc(Cl)nc2ccccc12	i	i	10	i	i	i	-0.4	i	i	i	i
CC(NS(=O)(=O)c1ccc2c(c1)C(=O)c1cc(S(=O)(=O)NC(C)C(=O)O)ccc1-2)C(=O)O (stereo unspecified)	i	i	28	i	i	i	0.6	i	i	i	i
COc1ccc(Nc2c([N+](=O)[O-])ccc3c2=NC2(CCCCC2)N=3)cc1	i	i	18	i	i	i	-1.1	i	i	i	i
Cc1ccc(S(=O)(=O)N2CCOCC2)cc1NC(=O)CN(C)C1CCS(=O)(=O)C1 (stereo unspecified)	i	i	16	i	i	i	-1.0	i	i	i	i
O=C(Nc1ccc2nsnc2c1)c1cccs1	i	i	-15	i	i	i	-4.3	i	i	i	i
CCC(=O)c1ccc(N2CCN(C(=O)c3ccc(Br)cc3)CC2)c(F)c1	i	i	24	i	i	i	86*	i	i	i	i
COC(=O)C1=CN(CCCN2CCCC2=O)C=C(C(=O)OC)C1c1cccs1	i	i	-3	i	i	i	0.1	i	i	i	i
COc1ccc(S(=O)(=O)N2CCCCC2)cc1NC(=O)CN(C)C1CCCCC1	i	i	5	i	i	i	-0.9	i	i	i	i
CC(=O)Nc1ccc(S(=O)(=O)NNC(=O)c2ccc(S(=O)(=O)N3CCCCC3)cc2)cc1	i	i	13	i	i	i	0.2	i	i	i	i
CC1(C)OC(=O)C(=CNc2cccc(C(=O)O)c2)C(=O)O1	i	i	10	i	i	i	0.0	i	i	i	i

Another view of part of the listing above.
COc1ccc(NC(=O)CN2C(=O)C(C)Oc3ccccc32)cc1 (stereo unspecified)
  TRPC6 inh: i
  PolyA inh: i
  AI-2 QS mod: 33
  MrgX1 ag: i
  TRPC6 act: i
  TRPC4 potent: i
  HIF activator: 0.1
  MrgX1 antagonist: i
  TRPC4 inh: .
  MrgX1 allo act: i
  TRPC4 agonist: i

COc1ccc(C)cc1NC(=O)CCNS(=O)(=O)c1cccc(C(F)(F)F)c1
  TRPC6 inh: i
  PolyA inh: i
  AI-2 QS mod: 23
  MrgX1 ag: i
  TRPC6 act: i
  TRPC4 potent: i
  HIF activator: -1.2
  MrgX1 antagonist: i
  TRPC4 inh: i
  MrgX1 allo act: i
  TRPC4 agonist: i

Next records follow.
SMILES	TRPC6 inh	PolyA inh	AI-2 QS mod	MrgX1 ag	TRPC6 act	TRPC4 potent	HIF activator	MrgX1 antagonist	TRPC4 inh	MrgX1 allo act	TRPC4 agonist
COC(=O)NNC(=O)c1ccc(Cl)cc1Cl	i	i	31	i	i	i	0.3	i	i	i	i
C=C(C)CN(CC)C(=O)CN1C(=O)NC2(CCCc3ccccc32)C1=O (stereo unspecified)	i	i	12	i	i	i	-0.9	i	i	i	i
COc1ccc(NC(=O)CCCn2cc([N+](=O)[O-])cn2)cc1	i	i	20	i	i	i	0.7	i	i	i	i
COc1cccc(CNS(=O)(=O)c2cc(CN3C(=O)c4cccnc4C3=O)ccc2OC)c1	i	i	5	i	i	i	0.0	i	i	i	i
CCOC(=O)c1c(NC(=S)N2CCOCC2)sc(C)c1C	i	i	28	i	i	i	-0.5	i	i	i	i
CC(C)(CNC(=O)c1cccc(S(=O)(=O)Nc2ccc(Br)cc2)c1)N1CCOCC1	i	i	15	i	i	i	-0.4	i	i	i	i
Cc1[nH]c2ccccc2c1/C=N/NC(=O)CCC(=O)Nc1ccccc1	i	i	20	i	i	i	0.1	i	i	i	i
Cc1ccccc1NC(=O)N1C2CCCC1CC(NC(=O)C(C)(C)C)C2 (stereo unspecified)	i	i	48	.	i	i	-0.2	.	i	.	i
Cc1ccc2nc(N(CCCN(C)C)C(=O)c3ccc(Br)s3)sc2c1	i	i	-5	i	i	i	-2.0	i	i	i	i
CCOC(=O)NC(=O)/C(C#N)=N\Nc1cccc(OC)c1	i	i	10	i	i	i	-0.1	i	i	i	i
COc1ccc(OCc2cc(C(=O)N(C)C(C)c3ccon3)no2)c(Cl)c1 (stereo unspecified)	i	i	31	i	i	i	1.3	i	i	i	i
O=C(Nc1ccc(Br)cc1)c1ccccc1Br	i	i	-9	i	i	i	6.0	i	i	16*	i
COc1cc(-c2cc[n+](C)cc2)ccc1O	-6*	i	15	i	i	i	-0.6	i	i	i	i
Cc1cccc(C(=O)Nc2cc(NC(=O)c3cccs3)ccc2C)c1	i	i	.	i	i	i	-0.9	i	i	i	i
